Screens (PubChem BioAssay)
USP2a inh: USP2a (human) protease inhibition; O75604; USP2 core, Ub-CHOP2 coupled fluorogenic reporter, 485/531; Potency, µM (highest dose often 38.3 µM), inactives show top-dose activity change, negative = inhibition, hits mostly inhibitors; 330,000 compounds, 0.01% hits;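 further: potency means the concentration at half of the fitted maximal effect; plate controls were DMSO wells for no effect and full inhibition by NEM control for full effect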
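Deubiquitinase activity read as fluorescence (485/531 nm) after Ub-CHOP2 cleavage activates the enterokinase reporter on its substrate; USP2 core 10nM, Ub-CHOP2 and substrate 25nM each, 30min compound preincubation then 60min RT; data normalized to NEM, curves fitted.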
GALK inhibitor: blocks human galactokinase activity | Purified GALK, Kinase-Glo residual ATP luminescence | AID 1868 | Potency, µM (doses to about 57.5 µM), inactives show at the top dose activity change, negative = inhibition, actives largely listed as inhibitors | P51570 | 270,000 compounds, 0.007% hits; further: potency means the concentration at half of the fitted maximal effect
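Compounds were pin-transferred into ATP buffer (35 uM final), then GALK plus galactose (5 nM, 100 uM final) was added. After 1 h at room temperature, Kinase-Glo Plus was added and luminescence read after 10 min.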
BCR signal inh: inhibitors of chronic active B-cell receptor signaling | ABC-DLBCL IkBa-CBG/CBR reporter, luminescence ratio, 4 h | Potency, µM (top dose mostly 46.1 µM), for the others: top-dose ratio change, negative = lower green/red ratio, most hits filed as inhibitors | AID 493014 | 340,000 compounds, 0.05% hits; active means well fitted inhibition curve with a large enough effect in the signal ratio, with a control signal flat, not every such curve was filed as active; inconclusive means small, poorly fitted or top-dose-only effect, or effect the other way, or a change in a side signal; the % refers to the signal ratio;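 further: potency means the concentration at half of the fitted maximal effect; plate controls were basal doxycycline-induced cells for no effect and cells given 10 µM MG132 for full effect; MG132 reads +100%, hits lower the ratio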
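TMD8 ABC-DLBCL cells carrying doxycycline-inducible green luciferase fused to IkappaBalpha plus unfused red luciferase were exposed to compounds (up to 46 uM) for 4 hrs at 37C. Activity came from the overlap-corrected green/red luminescence ratio.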
PKM2 activator: activators of human pyruvate kinase M2; purified PKM2, Kinase-Glo ATP luminescence, activation; response scale: 0% is enzyme alone, no compound; Potency, µM (series often up to 57.5 µM), for the others: at the highest dose activation, usual class: activators; 260,000 compounds, 0.34% hits; AID 1631; further: potency means the concentration at half of the fitted maximal effect; nearly all actives have a fitted effect of over 55% in size
Target sequence (P14618 whole entry, looked up): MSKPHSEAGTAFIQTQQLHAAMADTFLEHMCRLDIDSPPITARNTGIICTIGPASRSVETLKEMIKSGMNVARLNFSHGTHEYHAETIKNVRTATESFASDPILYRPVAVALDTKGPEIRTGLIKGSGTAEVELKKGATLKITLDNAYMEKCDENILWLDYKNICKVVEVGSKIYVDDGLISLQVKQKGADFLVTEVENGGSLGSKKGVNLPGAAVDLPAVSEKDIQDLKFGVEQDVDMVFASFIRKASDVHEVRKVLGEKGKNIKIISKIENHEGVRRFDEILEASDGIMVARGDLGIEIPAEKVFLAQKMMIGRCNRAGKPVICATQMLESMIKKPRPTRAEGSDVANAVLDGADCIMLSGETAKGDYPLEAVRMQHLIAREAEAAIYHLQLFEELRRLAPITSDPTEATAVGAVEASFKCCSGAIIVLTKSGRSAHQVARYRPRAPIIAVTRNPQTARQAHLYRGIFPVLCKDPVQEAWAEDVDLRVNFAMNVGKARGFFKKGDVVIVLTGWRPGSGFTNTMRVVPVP
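Purified hPK-M2 (>95%) run at intermediate activity with 0.1 mM ADP and 0.5 mM PEP in 50 mM imidazole pH 7.2, KCl, MgCl2; 1 h room temperature. ATP formed read by Kinase-Glo luminescence; normalized to uninhibited and no-enzyme controls.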
Giardia kill: kills Giardia lamblia; Giardia lamblia trophozoite viability; activity change, % at 7.66 µM, hits read low; 340,000 compounds, 0.15% hits; AID 540267; in the data active means activity change below about -80%; inconclusive means between about -30% and that limit;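 further: parasites exposed to compound for two days anaerobically before the ATP read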
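Anaerobic 48 hrs incubation at 37 deg C of 100 trophozoites/well with test compounds; ATPLite 1-Step luminescence, 15-30 min RT, reports cellular ATP as viability.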
hERG WT inh: KCNH2 (human, wildtype) channel inhibition; 340,000 compounds, 0.37% hits; U2OS, BacMam KCNH2, thallium flux FluxOr; hits give low values; activity change, % at 1.84 µM;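 active means maximum activity change below -70%; inconclusive means maximum activity change between -70% and -50%; inactive means maximum activity change above -50%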
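U2OS cells were transduced with wild-type KCNH2 virus (2.03 x 10^8 / mL) for 4 h at room temperature, then cultured overnight at 37 C. Thallium flux was read with FluxOr dye. Rate constants were normalized to DMSO controls.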
B2AR arrestin: recruits beta-arrestin to the human beta2-adrenergic receptor. P07550. beta-arrestin recruitment to beta2AR, cell-based reporter. Potency, µM (highest dose often 46.1 µM), without a hit: at the highest dose activation, usual class: activators. 330,000 compounds, 0.02% hits. AID 492947;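 further: potency means the concentration at half of the fitted maximal effect; 0% = DMSO controls and full agonism = EC100 isoproterenol or metaproterenol; nearly all actives have a fitted effect of over 65% in size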
Target sequence (P07550 whole entry, looked up): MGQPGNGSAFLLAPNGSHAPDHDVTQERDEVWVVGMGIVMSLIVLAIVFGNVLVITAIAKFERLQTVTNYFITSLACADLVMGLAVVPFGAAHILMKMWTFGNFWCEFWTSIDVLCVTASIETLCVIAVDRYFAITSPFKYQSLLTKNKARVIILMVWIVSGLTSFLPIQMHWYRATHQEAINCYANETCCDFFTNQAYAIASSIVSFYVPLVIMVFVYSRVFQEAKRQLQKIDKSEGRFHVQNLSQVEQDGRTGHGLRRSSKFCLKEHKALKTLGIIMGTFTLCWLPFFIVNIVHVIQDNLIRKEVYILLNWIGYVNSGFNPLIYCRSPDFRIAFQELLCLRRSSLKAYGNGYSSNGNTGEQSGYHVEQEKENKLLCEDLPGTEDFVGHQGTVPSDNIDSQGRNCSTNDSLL
Eya2 phos inh: blocks the phosphatase activity of human Eya2; Potency, µM (doses to about 76.9 µM), for the others: at the highest dose activity, negative = inhibition, actives largely listed as inhibitors; O00167; recombinant Eya2, OMFP fluorescence dephosphorylation (OMFP is methylfluorescein phosphate); 330,000 compounds, 0.006% hits; AID 488837; further: potency means the concentration at half of the fitted maximal effect
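Eya2 (0.2 uM) preincubated 10 min at ambient with compound, then OMFP substrate added at 50 uM; 10 min reaction in 50 mM HEPES pH 7.5, 50 mM NaCl, 5 uM MgCl2, 0.05% BSA, 1 mM DTT. Fluorescence read at Ex 485/Em 525 nm.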
KCNH2 3.1 block: inhibitors of human KCNH2 3.1 potassium channel isoform; AID 720553; U2OS KCNH2 3.1, thallium flux FluxOr; hits give low values; 340,000 compounds, 0.95% hits; activity change, % (tested at about 1.8 µM);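 active means maximum activity change below -70%; inconclusive means maximum activity change from -70% to -50%; inactive means maximum activity change above -50%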;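 further: thallium influx rate constant from kinetic fluorescence after stimulation buffer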
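FluxOr-based Tl+ influx in U2OS cells transduced with KCNH2 3.1 virus; rate constants normalized to DMSO controls.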
uPA generation: cell surface uPA generation inhibition; cell surface uPA generation assay, qHTS; Potency, µM (highest dose often 38.3 µM), for inactives: at the highest dose activity change, negative = inhibition, usual class: inhibitors; 330,000 compounds, 0.31% hits; active means well fitted inhibition curve with a large enough effect; inconclusive means small, poorly fitted or top-dose-only effect; inactive means no such curve, though single readings can be large or run the other way; tested in mouse RAW 264.7 cells; further: potency means the concentration at half of the fitted maximal effect; nearly all actives have a fitted effect of over 55% in size
Coupling enz: counter-screen for Giardia aldolase inhibitors: coupling enzyme system. coupling enzyme system counterscreen, AmpLite Red fluorescence. activity change, negative = inhibition, % at 58.2 µM, hits read low. 290,000 compounds, 0.67% hits; in the data active means activity change below about -30%
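Compounds tested against the coupling enzymes alone at 57.5 uM final; readout was AmpLite Red fluorescence (525/598 nm) after 20 min at RT.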
* hit, by the source's call; i = inactive; ? = inconclusive; · = no result given; [ ] = another dose, or the depositor's remark. Unless noted, the call rests on the fitted dose curve; in most records, active means well fitted curve in the direction sought with a large enough effect; inconclusive means small, poorly fitted or top-dose-only effect, or another doubt; inactive means no such curve, though single readings can be large; an effect the other way counts as inactive or inconclusive. Unless noted, on the % scale 0 is the no-effect control and ±100 the full control effect.

SMILES | USP2a inh | GALK inhibitor | BCR signal inh | PKM2 activator | Giardia kill | hERG WT inh | B2AR arrestin | Eya2 phos inh | KCNH2 3.1 block | uPA generation | Coupling enz
Nc1c(C(=O)CSc2nnc(Cc3ccccc3)o2)c(=O)[nH]c(=O)n1C1CC1 | 2.0% | · | ? | · | 14.9 | -10.7 | -0.2% | 7.9% | 11.8 | 9.1% | ·
CCn1cc[n+](C)c1P(c1ccccc1)c1ccccc1 | 5.7% | -1.4% | 0.0% | 2.0% | -9.7 | 6.1 | -0.4% | -7.2% | 4.7 | ? | -0.7
COC(=O)c1ccc(-c2nc3cc(N)ccc3o2)cc1 | -1.3% | 2.8% | ? | -8.2% | -11.8 | 2.6 | -1.3% | 2.1% | -21.3 | -13.3% | -0.4
COc1ccc(NC(=O)CN(C)CC(=O)N2CCCCCC2)cc1 | 1.1% | · | 4.6% | · | 16.0 | 0.4 | 0.4% | 1.7% | 4.8 | -3.9% | ·
CC(C)c1ccc(C(C(=O)NC2CCCC2)N(C(=O)CNC(=O)c2ccco2)c2cccnc2)cc1 (stereo not given) | 1.8% | 1.0% | 13.7% | 3.2% | 5.7 | -3.0 | -0.5% | 3.7% | -5.9 | -0.5% | 1.0
CCCc1nc2oc3cc(OC)ccc3c(=O)c2c(=O)n1CCc1ccccc1 | -1.2% | 0.2% | ? | -0.6% | 12.7 | -1.3 | -0.5% | -5.9% | 5.4 | 5.1% | 1.7
Cc1ccc(C)c(NC(=O)CN(C)C(=O)C2CCCC2)c1 | 3.1% | · | 0.4% | · | -21.5 | 14.3 | 0.5% | 11.7% | 2.7 | 8.3% | ·
Cc1ccc(CNC(=O)CN(C(=O)C2(C)CC(=O)N=C3C=CC=CN32)c2cc(C)ccc2C)cc1 (stereo not given) | 4.1% | 7.9% | 2.8% | -0.7% | 32.2[activator] | 13.7 | -0.3% | 0.8% | 1.8 | 1.5% | 0.0
CC1(C)Cc2c(cnn2-c2ccc(F)cc2)C(NC(=O)C2CCC2)C1 (stereo not given) | -0.1% | -6.2% | 2.5% | -0.1% | -7.3 | 31.9 | -0.4% | -11.8% | 7.6 | -7.9% | ·
O=C(C[n+]1cccc2ccccc21)c1ccc([N+](=O)[O-])cc1 | 2.5% | 2.8% | 7.5% | 0.1% | -1.3 | -7.5 | 0.1% | -7.6% | -11.6 | -5.3% | -3.5
O=C(CCNC(=O)c1ccc([N+](=O)[O-])cc1)NC1CCCc2ccccc21 (stereo not given) | -0.1% | · | 4.2% | · | -4.2 | 42.8 | -0.4% | -14.7% | -2.7 | -7.2% | ·
CCCNC(=O)c1onc(CSc2nc3ccccc3[nH]2)c1C(=O)NCCC | 0.6% | · | 16.2% | 1.0% | -3.1 | 5.4 | 0.4% | -1.4% | -5.0 | 5.2% | 1.3
CC1CCN(CCCNC(=O)c2ccc(N3CCCC3=O)cc2)CC1 | 2.5% | -7.3% | 2.8% | · | -15.1 | 1.0 | -0.2% | 3.4% | 17.1 | -1.7% | ·
O=C(O)C1C2C=CC(O2)C1C(=O)NCc1ccccc1Br (stereo not given) | -0.9% | 0.1% | -10.1% | -6.9% | 2.9 | 4.4 | 0.1% | 7.9% | -3.2 | · | 10.1
COc1ccc2[nH]c(C(=O)NCCN3CCCCC3)cc2c1 | -0.1% | -0.1% | 12.6% | 4.2% | 2.3 | 14.4 | 3.0% | -8.6% | 16.5 | 0.5% | -3.6
CC(=O)c1cccc(NC(=O)COC(=O)c2ccc3c(c2)OCO3)c1 | -0.5% | · | -2.3% | · | 34.3[activator] | 5.1 | 0.0% | 4.4% | 3.2 | 17.9% | ·
CC(C)CC1(C)NC(=O)N(CC(=O)NC(=O)Nc2ccc3c(c2)OCCO3)C1=O (stereo not given) | 0.3% | 3.6% | ? | -3.7% | 5.1 | 2.9 | -0.1% | -9.0% | 2.5 | -6.2% | -10.8
CC(C)C1CC(CCN)(c2ccccc2)CCO1 (stereo not given) | -3.4% | 0.5% | -4.5% | -15.8% | 10.8 | -3.7 | 5.0% | ? | 1.0 | -1.8% | -3.3
CCC(C)n1c(=O)c2sccc2n2c(CCCC(=O)N3CCC(C(N)=O)CC3)nnc12 (stereo not given) | 1.4% | -2.2% | 1.8% | · | 17.7 | 16.7 | -1.5% | 0.9% | 0.0 | -6.9% | ·
COc1ccc(O)c(/C=N/NC(=O)CCC(=O)Nc2ccc(F)cc2)c1 | 1.5% | 0.5% | ? | · | -7.5 | 3.8 | 0.1% | 0.6% | 0.9 | -8.3% | -0.6

Continued; it opens with the 3 that closed the last part.
SMILES | USP2a inh | GALK inhibitor | BCR signal inh | PKM2 activator | Giardia kill | hERG WT inh | B2AR arrestin | Eya2 phos inh | KCNH2 3.1 block | uPA generation | Coupling enz
CC(C)C1CC(CCN)(c2ccccc2)CCO1 (stereo not given) | -3.4% | 0.5% | -4.5% | -15.8% | 10.8 | -3.7 | 5.0% | ? | 1.0 | -1.8% | -3.3
CCC(C)n1c(=O)c2sccc2n2c(CCCC(=O)N3CCC(C(N)=O)CC3)nnc12 (stereo not given) | 1.4% | -2.2% | 1.8% | · | 17.7 | 16.7 | -1.5% | 0.9% | 0.0 | -6.9% | ·
COc1ccc(O)c(/C=N/NC(=O)CCC(=O)Nc2ccc(F)cc2)c1 | 1.5% | 0.5% | ? | · | -7.5 | 3.8 | 0.1% | 0.6% | 0.9 | -8.3% | -0.6
CC(CCc1ccccc1)NC(=O)c1ccc(Br)cc1 (stereo not given) | 0.8% | -3.8% | 5.2% | -1.5% | 6.6 | -3.7 | -1.0% | -2.3% | -6.7 | 6.5% | -0.3
CCN(CC)CCCN=C1N[C@@H](c2cccc(F)c2)C(C(=O)OC)=C(C)N1Cc1ccccc1 | 4.9% | · | ? | · | -1.3 | 0.3 | -0.1% | -5.7% | -18.1 | ? | ·
CCC(=O)Nc1c(C(=O)N2CCN(c3ccccn3)CC2)cnn1-c1ccc(Cl)cc1 | -1.4% | 4.7% | 0.4% | -4.3% | 12.8 | 2.0 | -0.1% | -6.4% | -0.2 | 4.1% | 1.0
CCCCCCCSc1nsc(N)n1 | 3.7% | -4.2% | ? | 0.4% | -0.8 | -4.0 | -0.8% | -16.1% | -1.6 | 3.5% | 0.7
COc1cccc(N2CC(C(=O)NC3CCCCC3)CC2=O)c1 (stereo not given) | 0.0% | 4.0% | -0.9% | 1.8% | -2.6 | 3.9 | -0.3% | 5.2% | 5.2 | -2.0% | 2.5
COC(=O)c1ccccc1OS(=O)(=O)N(C)C | 2.0% | 3.7% | 1.0% | -6.9% | -14.8 | i | -0.2% | 15.9% | -4.4 | 0.4% | -7.2
CCOC(=O)c1cccc(NC(=O)CSc2nnnn2C)c1 | 1.4% | -4.1% | -19.3% | -0.7% | -7.7 | 4.5 | -0.2% | 13.2% | -6.6 | 1.2% | -2.2
CCc1nc(C)ccc1OC(=O)C12CC3CC(CC(C3)C1)C2 | 3.4% | 0.5% | 1.3% | -2.2% | -25.2 | -10.2 | -0.2% | -15.2% | 8.1 | -0.4% | 4.2
Cc1ccc(NS(=O)(=O)c2cc([N+](=O)[O-])ccc2NNC(=S)Nc2cc(C)ccc2C)c(C)c1 | -11.9% | 1.0% | ? | -21.1% | -11.2 | -1.6 | 0.9% | -9.5% | -16.2 | -16.1% | -4.8
O=C(c1cccc2ccccc12)C1CCCN(C(=O)CCCn2cncn2)C1 (stereo not given) | 4.1% | 1.4% | 4.5% | -0.8% | 1.7 | -3.2 | 0.1% | 3.5% | 9.9 | 1.8% | 0.0
O=C(NCC(=O)N1CCCCC1)c1ccc2ccccc2c1 | -0.5% | 6.6% | ? | -17.1% | 8.5 | -3.8 | -0.7% | 4.5% | -1.8 | 4.0% | ·
CC(C)c1ccc2nc3sc(C(=O)N4CCc5ccccc5C4)c(N)c3cc2c1 | 8.3% | · | 15.1% | 0.8% | -0.6 | -1.1 | -0.5% | -3.6% | -14.6 | -2.8% | -1.3
Cc1ccc(C(C(=O)NC2CCCC2)N2CCCC(C)C2)cc1 (stereo not given) | 1.7% | 0.2% | -9.2% | 5.3% | -16.4 | 3.7 | -0.1% | -18.1% | 15.8 | -2.5% | 0.0
COc1ccc(O)c(C(=O)c2coc(=N)c(C(=O)Nc3ccc(SC(F)F)cc3)c2)c1 | 4.0% | -2.3% | -1.9% | -3.5% | -2.1 | -4.8 | -0.8% | -1.1% | ? | -7.6% | 0.0
CS(=O)(=O)N(CC(=O)NCc1ccc2c(c1)OCO2)c1cccc(Cl)c1 | 0.0% | -0.5% | 5.1% | -1.6% | -16.9 | 1.0 | -1.8% | -2.9% | -5.4 | 5.0% | 3.7
